Screens as filed in PubChem.
Wnt bcat act = activates Wnt/beta-catenin signaling in a reporter cell assay | activator, plate reader | 300,000 compounds, 1.2% hits | AID 743398 | activation, % at 9.35 µM; in the data active = activation above about 30%, passing the limit was not always enough;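 also: 0% = neutral control wells and 100% = positive control wells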
SR-BI DiI-HDL act = activators of SR-BI mediated HDL lipid uptake. CHO ldlA[mSR-BI] cells, DiI-HDL uptake fluorescence, 3 h; 100 = double the neutral-control signal. activation, % at 12.5 µM. 320,000 compounds, 0.096% hits. AID 504775;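 active = mean replicate activation of at least 60% and every replicate at or above 60%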;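 also: 0% = median plate neutral-control signal and 100% = twice that signal; values of inactives mirror those of a sister screen read the other way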
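Material – SR-BI-overexpressing, LDLR-lacking CHO cells · Medium – BSA-supplemented, HEPES-buffered Ham's F12, pH 7.4 · Doses – single concentration · Times – compound with DiI-HDL co-incubation, 3 h at 37 °C · Measured by – bottom-read fluorescence, 550/595 nm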
CAL PDZ FP-1 = blocks peptide binding to human CAL PDZ domain; Q9HD26; purified CAL PDZ, TMR-peptide fluorescence polarization, 1 h; inhibition, % at 20 µM; 330,000 compounds, 0.02% hits; AID 504414;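 active = highest replicate inhibition of at least 40%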;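 also: plate controls were DMSO neutral control wells for no effect and unlabeled competitor peptide control wells for full effect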
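System: tagged CAL PDZ domain. Schedule: 1 h room-temperature incubation prior to read. Signal: fluorescence polarization (mP). Measure: percent inhibition from loss of millipolarization.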
CAL PDZ FP-2 = blocks peptide binding to the human CAL PDZ domain; Q9HD26; inhibition, % at 24.9 µM; AID 602252; purified CAL PDZ, TMR-peptide fluorescence polarization, 1 h; 300,000 compounds, 0.92% hits;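 active = mean inhibition of at least 30% with at least half of replicates also reaching 30%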;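 also: 0% = DMSO neutral control and 100% = excess unlabeled competitor peptide PRC23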
MITF TRPM1 HTS = increases MITF-driven TRPM1 promoter luciferase signal; SK-MEL-5 TRPM1-promoter luciferase, 24 h; % of positive control, neutral wells = 0; activation, % at 12.5 µM; AID 588334; 300,000 compounds, 0.75% hits;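 active = mean activation of at least 80% with every replicate also reaching 80%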;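 also: 0% = neutral control wells and 100% = parthenolide positive control wells; values of inactives mirror those of a sister screen read the other way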
phage Ecoli inh = E. coli growth loss with phage present. growth absorbance. inhibition, % at 11.9 µM. 360,000 compounds, 0.26% hits; in the data active = inhibition above about 11%
Ecoli viability = bacterial growth inhibition, counter-screen for AddAB inhibitors; E. coli V3065 growth, OD600 absorbance, 18 h; inhibition, % at 11.9 µM; 330,000 compounds, 0.27% hits;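 active = inhibition above the campaign's mean inhibition across all tested compounds plus 3 SD, cut at about 9.9% in these data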;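 also: uninfected addAB+ strain grown without phage in ampicillin broth; 0% = DMSO wells and 100% = ciprofloxacin 0.95 µg/ml wells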
SR-BI HDL uptake = inhibitors of mouse SR-BI mediated HDL lipid uptake; ldlA[mSR-BI] CHO cells, DiI-HDL uptake fluorescence, 3 h; Q61009; 320,000 compounds, 0.96% hits; AID 488896; inhibition, % at 12.5 µM;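 active = mean replicate inhibition of at least 70% and a set share of replicates each scoring 70 or more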;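 also: 0% = median of neutral control wells and 100% = median of positive control wells; values of inactives mirror those of a sister screen read the other way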
Target sequence (Q61009 whole entry, looked up): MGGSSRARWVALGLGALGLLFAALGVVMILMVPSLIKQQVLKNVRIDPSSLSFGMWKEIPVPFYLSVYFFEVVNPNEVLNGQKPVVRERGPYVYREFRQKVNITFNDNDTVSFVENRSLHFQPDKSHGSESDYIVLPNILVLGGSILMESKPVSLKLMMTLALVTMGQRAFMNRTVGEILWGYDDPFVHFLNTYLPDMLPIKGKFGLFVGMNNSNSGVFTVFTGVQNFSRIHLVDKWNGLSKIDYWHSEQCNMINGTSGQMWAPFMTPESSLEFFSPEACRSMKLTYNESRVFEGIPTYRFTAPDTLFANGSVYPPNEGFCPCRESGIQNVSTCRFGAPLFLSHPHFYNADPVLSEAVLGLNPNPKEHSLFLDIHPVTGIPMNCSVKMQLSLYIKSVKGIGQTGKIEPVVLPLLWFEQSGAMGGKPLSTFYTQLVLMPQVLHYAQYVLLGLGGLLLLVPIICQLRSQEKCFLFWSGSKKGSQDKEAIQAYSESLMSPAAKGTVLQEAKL
AddAB inh = less growth of phage-infected E. coli with AddAB | E. coli expressing H. pylori AddAB, absorbance growth | inhibition, % at 11.9 µM | 330,000 compounds, 0.29% hits | AID 435030; in the data active = inhibition above about 12%;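 also: 0% = vehicle wells of infected cells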
Tat transport = blocks Tat-dependent protein export in E. coli; E. coli MC4100 TorA-mCherry Tat export, fluorescence; inhibition, % at 10 µM; 340,000 compounds, 0.036% hits;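 active = mean replicate inhibition at least 50% and at least half of replicates individually reaching 50%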;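 also: exported cargo escapes ClpAP degradation while cytoplasmic cargo is degraded and loses fluorescence; 0% = median of neutral control wells and 100% = median of NaSCN control wells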
Starred values were filed as active, the others as inactive; · = not tested or not shown; & = joins results of further samples.

Results follow in this order: Wnt bcat act | SR-BI DiI-HDL act | CAL PDZ FP-1 | CAL PDZ FP-2 | MITF TRPM1 HTS | phage Ecoli inh | Ecoli viability | SR-BI HDL uptake | AddAB inh | Tat transport
- Cc1cc(C)c(NC(=O)CO/N=C2\CCCc3nonc32)c(C)c1
  -4 | 26 | 0.3 | 0 | 9 | 4.2 | -1.6 | -26 | 0.4 | 1
- CCCCCCCNC(=O)C1(CC2CC(c3cccc(Br)c3)=NO2)CCN(C(=O)CCCCCBr)CC1 (centres undefined)
  -2 | -31 | -1.3 | -1 | 11 | 0.5 | 0.0 | 31 | -0.2 | 11
- CC(=O)c1ccc(OCc2ccc(Oc3c(Cl)cccc3[N+](=O)[O-])cc2)cc1
  -2 | -52 | -2.4 | -4 | 9 | 7.1 | 0.3 | 52 | 2.6 | 0
- O=C(c1sc2cccc(Cl)c2c1Cl)N1CCN(CCc2ccccn2)CC1
  -1 | 3 | -3.7 | -18 | -1 | -1.4 | -1.7 | -3 | 0.6 | 0
- Cc1ccc(NC(=O)COC(=O)C2CC2)cc1S(=O)(=O)N1CCOCC1
  0 | 4 | 0.1 | -2 | 0 | 2.4 | -0.9 | -4 | -1.5 | -4
- COc1ccc(CNCC(C)NCc2ccc(OC)c(OC)c2)cc1OC (centres undefined)
  3 | 3 | 1.2 | -3 | -5 | -1.4 | -3.6 | -3 | -2.2 | -4
- CN(C)S(=O)(=O)c1cccc(-c2csc(=Nc3ccccc3)n2CCCN2CCOCC2)c1
  -2 | 26 | -2.5 | -3 | 12 | -0.1 | -1.5 | -26 | -0.6 | 3
- COc1cccc(-c2cc(-c3cccnc3)nc(N)c2C#N)c1
  -1 | -50 | 0.0 | · | 5 | -0.7 | -2.4 | 50 | -2.1 | -5
- CSc1sc(C)cc1/C=N/O
  1 | -13 | -0.8 | -5 | 1 | 1.0 | -1.6 | 13 | 3.6 | -3
- CCc1c(C)c2c(C)nn(-c3ccccc3)c2oc1=O
  10 | -10 | -3.0 | -4 | 8 | 3.3 | -0.9 | 10 | -1.1 | 8
- CCCCN(Cc1ccccc1)C(=O)c1cnc2n(c1=O)CCS2
  · | 0 | -1.4 | -1 | 2 | 1.3 | -3.2 | 0 | 1.9 | 3
- N#Cc1ccccc1S(=O)(=O)N1CCN(C(=O)CN2CCCC2c2cccs2)CC1 (centres undefined)
  -5 | -33 | -1.4 | -5 | 1 | 2.7 | -1.6 | 33 | -1.4 | 3
- Cc1ccc(NC(=O)Cc2nnc(SCC(=O)NC3CCCC3)n2C)cc1C
  -2 | 12 | 1.0 | -5 | -1 | 0.3 | -0.8 | -12 | -2.2 | -7
- COc1ccc(C2N(c3ccc(Cl)cc3)N=C(C(C)=O)N(C)N2C(C)=O)cc1 (centres undefined)
  -2 | 0 | -2.5 | -4 | -4 | 5.2 | -0.5 | 0 | 0.8 | 10
- COc1ccccc1OCC(=O)N/N=C/c1c(O)ccc2ccccc12
  -2 | 1 | -6.2 | -5 | -46 | 2.5 | 4.1 | -1 | 4.2 | -14
- CCCNC(=O)c1c(Cl)cnn1-c1ccc(C)cc1
  12 | -17 | -0.4 | 4 | 70 | 4.1 | 1.6 | 17 | 2.5 | 2
- O=C(O)CCCCCNC(=O)c1ccc(C(=O)NCCCCCC(=O)O)cc1
  0 | -5 | 0.4 | -2 | -13 | -0.3 | 1.8 | 5 | 0.1 | -9
- Cc1cc(-c2ccccc2C(=O)NCc2ccccc2)on1
  · | 10 | -0.8 | · | 3 | 2.4 | -3.8 | -10 | 1.1 | 2
- CC(C)CC1NC(C(=O)O)Cc2c1[nH]c1ccccc21 (centres undefined)
  -1 | 2 | -0.1 | 5 | -12 | -0.9 | 1.2 | -2 | 4.6 | -13
- CCn1cc(C(=O)O)c(=O)c2cc(F)c(N3CCN(C(=S)NC(=O)c4ccccc4Cl)CC3)cc21
  1 | -12 | -0.3 | -2 | -4 | 9.6 | 84* | 12 | 98* | -1

Three compounds out of the list above, ordered by their value in CAL PDZ FP-2, rising:
smiles	CAL PDZ FP-2
Cc1ccc(NC(=O)Cc2nnc(SCC(=O)NC3CCCC3)n2C)cc1C	-5
CN(C)S(=O)(=O)c1cccc(-c2csc(=Nc3ccccc3)n2CCCN2CCOCC2)c1	-3
CCn1cc(C(=O)O)c(=O)c2cc(F)c(N3CCN(C(=S)NC(=O)c4ccccc4Cl)CC3)cc21	-2

Random excerpt: three entries already listed.
Results follow in this order: Wnt bcat act | SR-BI DiI-HDL act | CAL PDZ FP-1 | CAL PDZ FP-2 | MITF TRPM1 HTS | phage Ecoli inh | Ecoli viability | SR-BI HDL uptake | AddAB inh | Tat transport
- CC(C)CC1NC(C(=O)O)Cc2c1[nH]c1ccccc21 (centres undefined)
  -1 | 2 | -0.1 | 5 | -12 | -0.9 | 1.2 | -2 | 4.6 | -13
- CN(C)S(=O)(=O)c1cccc(-c2csc(=Nc3ccccc3)n2CCCN2CCOCC2)c1
  -2 | 26 | -2.5 | -3 | 12 | -0.1 | -1.5 | -26 | -0.6 | 3
- CCn1cc(C(=O)O)c(=O)c2cc(F)c(N3CCN(C(=S)NC(=O)c4ccccc4Cl)CC3)cc21
  1 | -12 | -0.3 | -2 | -4 | 9.6 | 84* | 12 | 98* | -1

Next structures follow.
Results follow in this order: Wnt bcat act | SR-BI DiI-HDL act | CAL PDZ FP-1 | CAL PDZ FP-2 | MITF TRPM1 HTS | phage Ecoli inh | Ecoli viability | SR-BI HDL uptake | AddAB inh | Tat transport
- CN1CCN(C2=Nc3ccccc3Oc3ccc(Cl)cc32)CC1
  1&2 | -21 | -0.8 | -5 | 9 | 2.7 | -0.1 | 36 | -2.2 | 3
- CC(=O)Nc1ccc(S(=O)(=O)N(C)CC(=O)OCC(=O)N(CC(C)C)C2CCS(=O)(=O)C2)cc1 (centres undefined)
  0 | 31 | 0.5 | -1 | -4 | 4.8 | 2.8 | -31 | 0.0 | -4
- O=C(CCl)N(c1ccccc1)c1ccccc1
  0 | 24 | -0.5 | 0 | -48 | 0.9 | · | -24 | · | 0
- CN(C)c1c(N)c(=O)oc2ccccc12
  1 | 12 | -0.7 | 5 | -1 | 2.5 | -0.5 | -12 | 4.4 | -2
- Cc1ccc(C)c(C(=O)CC2(O)C(=O)N(C)c3ccccc32)c1 (centres undefined)
  -1 | 20 | -2.4 | -2 | 6 | 0.6 | 1.1 | -20 | 1.6 | 0
- CCCCCN(C(=O)NC(=O)NCCCC)S(C)(=O)=O
  · | 18 | -1.5 | 2 | 3 | 1.9 | -2.3 | -18 | 3.4 | -5
- Cc1ccc(C(=O)Nc2ccsc2C(=O)O)cc1
  26 | 44 | 0.4 | -2 | 28 | 3.1 | 1.4 | -44 | 1.1 | 2
- CC(=O)c1cc(C#N)c(SCCC(C)C)nc1C
  0 | -35 | -1.6 | · | 3 | · | 1.0 | 35 | -0.8 | 7
- O=C(CCC(=O)Nc1ccccc1Cl)N/N=C1\CCCc2ccccc21
  -2 | 18 | 0.3 | -4 | -6 | 2.0 | -1.0 | -18 | -2.1 | 7
- Cc1ccc(NC(=O)CCCN2C(=S)NC(C)(C)CC2C)cc1 (centres undefined)
  -1 | 15 | 0.2 | 0 | 10 | -0.2 | 0.3 | -15 | 0.6 | 7
- CC1CCC(NCC(=O)Nc2cccc(S(N)(=O)=O)c2)CC1 (centres undefined)
  -1 | 7 | 0.1 | -1 | 1 | -1.7 | -3.0 | -7 | -1.2 | -3
- CC(=O)c1ccc(S(=O)(=O)NCC(=O)N2CCN(C/C=C/c3ccccc3)CC2)cc1
  -1 | 16 | 0.6 | -5 | 8 | 3.4 | -0.9 | -16 | 1.4 | 6
- CCCOc1ccccc1C1CC(=O)NC(C)=C1C(=O)OCC(C)C (centres undefined)
  · | 6 | -0.9 | -2 | -13 | 3.0 | -1.6 | -6 | 1.9 | -2
- CCc1ccc(NC(=O)N(CCN2CCOCC2)Cc2ccc3c(c2)CCCN3CC)cc1
  · | 8 | -0.5 | · | 1 | 1.1 | -1.7 | -8 | -0.9 | -1
- O=C(c1ccc2c(c1)OCO2)N1CCN(CCN2C(=O)c3cccc4cccc(c34)C2=O)CC1
  2 | 6 | -3.0 | -3 | 27 | 1.3 | · | -6 | · | -6
- OCCC1CN(Cc2nc3ccc(F)cc3[nH]2)CCN1C1CCCC1 (centres undefined)
  0 | · | -0.1 | 0 | 0 | -0.6 | -0.8 | · | 1.1 | -5
- COc1cccc(OC)c1CNC(=O)C1CCC(=O)N(CC2CCCCC2)C1 (centres undefined)
  3 | -16 | -1.8 | 1 | 0 | 1.3 | 1.3 | 16 | 1.7 | -5
- CC(=O)Oc1ccc(-c2cc3c(OC(C)=O)cc(OC(C)=O)cc3oc2=O)cc1
  -1 | -7 | -6.8 | -2 | · | 2.0 | -2.5 | 7 | 1.0 | -3
- CCOc1ccc(-n2c(N)c(C(=O)NCc3cccnc3)sc2=S)cc1
  -3 | -2 | 0.0 | · | · | 3.2 | -0.4 | 2 | 1.7 | 1
- O=C(O)c1cc([N+](=O)[O-])ccc1NCc1ccccc1
  1 | -1 | -1.3 | -5 | -3 | 4.4 | 3.6 | 1 | 1.7 | -19
- O=C(Cc1cccc2ccccc12)Nc1nnc(-c2cccc([N+](=O)[O-])c2)s1
  2 | 41 | 0.1 | -3 | -9 | 0.1 | -2.2 | -41 | -0.5 | -3
- CCCCOc1ccc(C2C(C(=O)c3ccc(C)o3)=C(O)C(=O)N2CC2CCCO2)cc1 (centres undefined)
  -3 | 16 | -0.9 | 1 | -1 | 2.5 | 1.8 | -16 | 4.6 | -12
- CC(C)Oc1ccccc1/C=N/n1nnnc1N
  3 | -12 | 0.2 | -5 | -2 | 1.9 | 1.8 | 12 | 1.8 | -4
- O=C(Cn1nnc2ccccc2c1=O)Nc1cccc(S(=O)(=O)N2CCOCC2)c1
  -1 | 3 | -3.9 | -3 | -7 | 4.3 | 2.1 | -3 | 3.4 | -3
- C/C(N)=C(/C#N)C(=O)CSc1cc(Cl)ccc1Cl
  · | 8 | -0.6 | -3 | 12 | -1.0 | -2.2 | -8 | -0.2 | -12
- COC(=O)c1sccc1NC(=O)c1csc2c1CCCC2
  1 | -12 | -1.9 | · | 10 | · | 0.5 | 12 | 1.1 | -4
- Cc1nc(-c2ccc(C#N)cc2)cs1
  3 | 16 | -0.5 | 23 | -1 | -1.2 | -2.2 | -16 | 0.5 | -4
- COc1ccc([N+](=O)[O-])cc1N1C(=O)c2cccc3cccc(c23)C1=O
  1 | -6 | -1.0 | · | -4 | 3.1 | 1.5 | 6 | 2.3 | -11
- CSc1ccc(CNC(=O)C(C)n2nc(C)c3c(C)n(-c4ccccc4)nc3c2=O)cc1 (centres undefined)
  -2 | -29 | -1.1 | 5 | -5 | 3.5 | -0.2 | 29 | 7.3 | 1
